# Screening results as filed in PubChem BioAssay.
# CHRM4 PAM = CHRM4 positive allosteric modulation; CHO-K1 hM4/Gqi5, Fluo-8 calcium fluorescence, ACh EC20; 0% = ACh EC20, 100% = maximal ACh; activation, % at 3 µM; hit rate 0.4% among 360,000; AID 624126;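 active = activation above its plate's cutoff, the mean activation of sample wells plus 3 SD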; also: some results filed as inactive read as strong as hits
# Target sequence (P08173 whole entry, looked up): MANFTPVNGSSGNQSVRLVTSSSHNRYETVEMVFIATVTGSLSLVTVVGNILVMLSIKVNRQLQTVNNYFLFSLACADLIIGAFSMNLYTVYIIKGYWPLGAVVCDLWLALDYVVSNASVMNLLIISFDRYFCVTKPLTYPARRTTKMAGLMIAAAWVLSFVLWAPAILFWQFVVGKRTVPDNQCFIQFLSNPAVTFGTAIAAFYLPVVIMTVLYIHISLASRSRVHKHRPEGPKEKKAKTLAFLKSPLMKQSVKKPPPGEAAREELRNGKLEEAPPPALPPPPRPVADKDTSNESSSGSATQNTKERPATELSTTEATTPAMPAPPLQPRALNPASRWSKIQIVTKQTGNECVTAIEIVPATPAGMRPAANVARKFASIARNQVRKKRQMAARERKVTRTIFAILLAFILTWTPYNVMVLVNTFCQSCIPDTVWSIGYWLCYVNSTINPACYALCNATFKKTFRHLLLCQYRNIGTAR
# TAAR1 antagonist = human TAAR1 antagonism. Q96RJ0. inhibition, % at 3 µM. CHO RD-HGA16 TAAR1, Fluo-8 calcium fluorescence, antagonist. hit rate 1.5% among 360,000. AID 624466;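 active = inhibition above a per-plate cutoff, the mean inhibition of test compounds on that plate plus 3 SD, cut at about 49% in these data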;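 also: 0% = DMSO plus EC80 beta-PEA response and 100% = DMSO alone without agonist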
# Target sequence (Q96RJ0 whole entry, looked up): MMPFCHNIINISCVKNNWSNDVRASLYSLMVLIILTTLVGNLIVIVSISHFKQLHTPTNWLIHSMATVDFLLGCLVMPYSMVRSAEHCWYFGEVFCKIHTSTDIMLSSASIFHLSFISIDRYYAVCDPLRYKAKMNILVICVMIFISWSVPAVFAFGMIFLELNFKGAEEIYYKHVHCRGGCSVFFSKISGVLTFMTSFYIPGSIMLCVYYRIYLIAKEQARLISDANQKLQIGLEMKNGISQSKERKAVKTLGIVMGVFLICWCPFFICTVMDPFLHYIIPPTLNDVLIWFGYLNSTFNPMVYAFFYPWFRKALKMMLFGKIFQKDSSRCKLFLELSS
#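 test system = CHO RD-HGA16 cells bearing hTAAR1 | replication = singlicate | controls = DMSO-only wells and EC80 β-PEA-stimulated wells | reagent = EC80 β-phenethylamine stimulus | read-out basis = percent inhibition of PEA-evoked calcium signal, max/basal emission ratio | schedule = seeding 17-24 h prior, 75-min 37 °C, 30-min RT dye loading | signal = kinetic Fluo-8 calcium fluorescence measurement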
# CHRM5 agonist = agonists of human muscarinic M5 receptor (CHRM5); P08912; CHO-K1 hM5 cells, Fluo-8 calcium fluorescence; 0% DMSO wells, 100% maximal acetylcholine response; activation, % at 3 µM; hit rate 0.19% among 360,000; AID 624037;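 active = activation above the run's mean over test compounds plus 3 SD, cut at about 23% in these data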;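 also: signal is peak over basal fluorescence ratio across the kinetic read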
# M5 PAM = CHRM5 positive allosteric modulation; P08912; CHO-K1 hM5, Fluo-8 calcium, ACh EC20 PAM; 0% = ACh EC20, 100% = ACh EC100; activation, % at 3 µM; hit rate 0.3% among 360,000; AID 624038;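 active = activation above the run cutoff, the mean activation of all test compounds plus 3 SD, cut at about 18% in these data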
#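 Probe or stimulus: acetylcholine, EC20 level; Assay system: human M5 receptor in CHO-K1 cells; Schedule: compound preincubation 140 s before EC20 acetylcholine addition; Technique: intracellular calcium via Fluo-8 fluorescence; Dosing: single-point, 3 µM nominal; Read-out basis: percent activation from peak-over-basal fluorescence ratio, scaled EC20-to-EC100 acetylcholine; Repeats: one well per compound, no replicates.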
# TAAR1 agonist = agonists of human TAAR1; Q96RJ0; hit rate 0.99% among 360,000; activation, % at 3 µM; CHO RD-HGA16 TAAR1, Fluo-8 calcium fluorescence; vehicle wells 0%, saturating PEA agonist 100%;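 active = activation above the mean activation of all test compounds in the run plus 3 SD, cut at about 38% in these data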
#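 System: CHO-derived RD-HGA16 cells with stable Gα16 and human TAAR1. Times: 17-24 h plating, Fluo-8 75 min 37 °C, 30 min RT. Measured by: calcium-sensitive Fluo-8 signal, excitation 470-495, emission 515-575 nm. Read-out basis: % activation relative to PEA EC100 response. Control set: DMSO and PEA EC100. Repeats: no replicates (n 1).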
# M1 PAM parental = counter-screen for M1 PAMs: effect in parental CHO-K1 cells. ATP EC20, Fluo-8 calcium fluorescence; 0% at ATP EC20, 100% at ATP max. activation, % at 3 µM. hit rate 0.02% among 360,000. AID 602247;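 active = activation above the run cutoff, the mean activation of all test compounds plus 3 SD, cut at about 40% in these data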;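 also: peak over basal fluorescence ratio in a 140 s read after ATP addition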
# CRFR2-BP antag = CRF-BP/CRF-R2 complex antagonism | inhibition, % at 11.8 µM | HEK293 CRF-R2/CRF-BP, CRF-induced calcium fluorescence | hit rate 0.59% among 350,000;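 active = inhibition of the ligand-induced calcium signal above about 50% at the single tested concentration, limit read from the data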
# CRFBP-R2 agonist = agonists of human CRF-binding protein/CRF-R2 receptor complex. hit rate 0.46% among 350,000. HEK293 CRF-R2/CRF-BP, calcium dye fluorescence (FLIPR); percent of saturating CRF peptide response. activation, % at 13.2 µM;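 active = activation of at least 50%, plus an integration ratio under a set limit after plate pattern correction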;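 also: plate controls were neutral control wells without compound for no effect and CRF at EC100 for full effect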
# CHRM5 antagonist = blocks acetylcholine activation of human M5 receptor. CHO-hM5 cells, Fluo-8 calcium fluorescence, ACh EC80. inhibition, % at 3 µM. hit rate 0.59% among 360,000. AID 624040;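 active = inhibition above a per-plate cutoff, the mean of that plate's test compounds plus 3 SD, cut at about 27% in these data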;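 also: 0% = acetylcholine EC80 with DMSO and 100% = DMSO without agonist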
# Starred values were filed as active, the others as inactive; / = no result given.
SMILES,CHRM4 PAM,TAAR1 antagonist,CHRM5 agonist,M5 PAM,TAAR1 agonist,M1 PAM parental,CRFR2-BP antag,CRFBP-R2 agonist,CHRM5 antagonist
CC(C)CCN1CCN(Cc2nc3c(s2)CCCC3)CC1CCO (centres undefined),-6,-33,-4,-1,1,0,0,4.2,3
O=C(/C=C/c1cccs1)c1ccc(NC(=O)c2ccccc2F)cc1,-10,7,-1,0,0,4,0,0.2,2
C/C(=N\NC(=O)COc1cccc(Cl)c1)c1ccc2c(c1)OCCO2,9,37,-1,-2,9,22,18,-1.5,0
Nc1nnc(SCCN2C(=O)c3ccccc3C2=O)s1,6,1,1,2,4,4,2,-0.1,-3
Cc1[nH]c2c(C)cccc2c(=O)c1CN1CCCCCC1,-12,-10,-4,-2,2,-7,5,1.4,5
CC1CCCC(NC(=O)COC(=O)/C=C/c2ccco2)C1C (centres undefined),8,-6,1,-5,1,3,-1,-0.9,1
COc1ccc(C(=O)Nc2nc3nccc(-c4ccccc4)n3n2)cc1,1,2,1,-2,10,12,19,0.2,-5
COc1ccc(/C=C2\N=C(SC)SC2=O)cc1OC,1,2,-4,-1,4,19,16,-0.7,2
COc1ccc(/C=C2\SC(=S)N(CCC(=O)N3CCCCC3CCO)C2=O)cc1 (centres undefined),-6,13,-2,-2,5,-11,-7,1.7,13
CCCCn1c2nc3ccccc3nc2c2c(=O)n(CC(C)C)cnc21,-12,-9,0,-7,1,-14,4,-4.8,13
CC1=CC(C)(C)N(C(=O)CCl)c2ccccc21,4,1,-3,12,8,2,-14,0.2,-6
CC(C)c1ccc(NC(=O)c2n[nH]c(=O)c3ccccc23)cc1,-2,5,0,-10,0,-5,24,6.7,18
O=C(Nc1ccccc1C(=O)O)c1cc(S(=O)(=O)NCc2ccccc2)ccc1Cl,4,-52,3,6,-1,4,9,1.5,-10
COC(=O)c1ccc(OCC(=O)c2ccccc2OC)cc1,11,9,-1,-3,19,5,-6,0.6,-4
Cc1cc(C(F)(F)F)c(C#N)c(Sc2ccccc2)n1,0,4,0,-7,11,8,20,1.4,3
Cc1ccc(NC2CCCN(C(=O)CCC3(C)CC3)C2)cc1C (centres undefined),5,-21,-2,1,-2,27,0,-1.4,-13
Cc1ccccc1NS(=O)(=O)c1cc(S(C)(=O)=O)ccc1C,-4,11,0,-2,4,12,-35,13,2
CC(CC(=O)NNC(=O)c1ccncc1)c1ccccc1 (centres undefined),5,-26,2,9,5,15,3,0.6,-5
COc1ccc(OC)c(CN2CCCC(CO)C2)c1 (centres undefined),4,-5,1,5,3,3,12,2.9,3
O=C(Nn1cnnc1)c1cc(Cl)ccc1Cl,2,-17,0,5,5,19,10,3.6,6
O=C(c1ccccc1)c1ccccn1,-6,-8,1,-1,2,1,25,-1.0,-7
CC(Sc1ccccc1F)C(=O)Nc1ccc2c(c1)OCCO2 (centres undefined),5,8,-5,3,7,18,6,-0.6,-1
CO[C@@H]1CN(C)C(=O)c2cc(NC(=O)NC3CCCCC3)ccc2OC[C@@H](C)N(CCc2ccccc2)C[C@H]1C,-5,-49,-6,5,-1,/,/,/,-2
COc1ccc(S(=O)(=O)Nc2cccc3c2O[C@H](CN(C)S(=O)(=O)c2ccc(F)cc2)[C@H](C)CN([C@H](C)CO)C3=O)cc1,5,-8,4,2,4,-5,1,0.5,0
CCn1nc(C(=O)OCC(=O)c2c[nH]c3ccccc23)c2ccccc2c1=O,-8,35,3,-11,13,9,4,-0.6,13

# 5 compounds drawn at random from the list so far:
SMILES,CHRM4 PAM,TAAR1 antagonist,CHRM5 agonist,M5 PAM,TAAR1 agonist,M1 PAM parental,CRFR2-BP antag,CRFBP-R2 agonist,CHRM5 antagonist
COc1ccc(OC)c(CN2CCCC(CO)C2)c1 (centres undefined),4,-5,1,5,3,3,12,2.9,3
Cc1ccc(NC2CCCN(C(=O)CCC3(C)CC3)C2)cc1C (centres undefined),5,-21,-2,1,-2,27,0,-1.4,-13
Cc1ccccc1NS(=O)(=O)c1cc(S(C)(=O)=O)ccc1C,-4,11,0,-2,4,12,-35,13,2
CCCCn1c2nc3ccccc3nc2c2c(=O)n(CC(C)C)cnc21,-12,-9,0,-7,1,-14,4,-4.8,13
C/C(=N\NC(=O)COc1cccc(Cl)c1)c1ccc2c(c1)OCCO2,9,37,-1,-2,9,22,18,-1.5,0

# Complete entries, quoted from the list. Order of screens: CHRM4 PAM, TAAR1 antagonist, CHRM5 agonist, M5 PAM, TAAR1 agonist, M1 PAM parental, CRFR2-BP antag, CRFBP-R2 agonist, CHRM5 antagonist
# O=C(Nn1cnnc1)c1cc(Cl)ccc1Cl reads 2, -17, 0, 5, 5, 19, 10, 3.6, 6
# Cc1ccc(NC2CCCN(C(=O)CCC3(C)CC3)C2)cc1C (centres undefined) reads 5, -21, -2, 1, -2, 27, 0, -1.4, -13
# CC(CC(=O)NNC(=O)c1ccncc1)c1ccccc1 (centres undefined) reads 5, -26, 2, 9, 5, 15, 3, 0.6, -5

# (further entries)
SMILES,CHRM4 PAM,TAAR1 antagonist,CHRM5 agonist,M5 PAM,TAAR1 agonist,M1 PAM parental,CRFR2-BP antag,CRFBP-R2 agonist,CHRM5 antagonist
O=C(NNC(=O)c1ccccc1F)c1cccc(Cl)c1,4,-6,-2,-3,4,14,-4,-1.3,-4
Cc1cc(=O)oc2c(N)nccc12,3,/,2,1,/,10,/,/,3
COC(=O)c1c(F)c(F)c(NCCO)c(F)c1F,-6,-13,1,1,9,21,5,1.2,1
CCCn1c(N)c(N(CCOC)C(=O)c2ccc(C#N)cc2)c(=O)[nH]c1=O,9,-5,-3,10,-3,16,0,-1.0,-7
O=C(O)c1cccc(-c2csc(C(O)c3ccc(F)c(F)c3)n2)c1 (centres undefined),7,-4,-1,2,0,22,/,/,-8
COc1ccc(C)cc1-n1c(=O)c2ccccc2c2ccccc2c1=O,4,-1,-3,1,-1,25,27,1.5,1
Cc1ccc(NC(=O)c2cc([N+](=O)[O-])ccc2N2CCOCC2)cc1S(=O)(=O)N1CCOCC1,-4,-26,-3,-1,5,-13,11,0.2,-2
CN1CCN(C(=S)C(=O)Nc2ccccc2)CC1,2,-4,0,4,0,12,-1,0.6,0
COCCCNc1nc2nonc2nc1N1CCC(C(C)N2CCOCC2)CC1 (centres undefined),10,13,0,-1,0,5,28,-1.6,-3
O=C(CCN1C(=O)c2ccccc2C1=O)Nc1ccccc1C(=O)N1CCOCC1,13,7,-4,2,0,18,16,5.8,-3
CCOC(=O)N1CCN(S(=O)(=O)c2ccc(F)c(C(=O)Nc3cccc(C)c3C)c2)CC1,-2,-19,2,0,3,-9,10,-3.8,0
CCOc1cc(C(=O)OCC(=O)Nc2ccc(SC(F)F)cc2)cc(OCC)c1OCC,-18,33,-3,-6,5,18,16,3.0,-1
O=C(COc1ccc(Cl)cc1Br)NCC(c1ccco1)N1CCCC1 (centres undefined),-2,-5,-10,-7,2,-16,-12,1.1,14
Cc1ccc(N2C(=O)CC(Sc3ccccc3C(=O)O)C2=O)cc1 (centres undefined),-4,-8,0,-2,-1,-5,2,-0.1,4
Cn1nnnc1Sc1ncnc2scc(-c3ccc(F)cc3)c12,6,-5,-5,2,-1,-3,15,2.3,-1
CN1CCOc2ccc(S(=O)(=O)NCCc3ccc(Cl)cc3)cc21,2,-55,-6,3,14,5,-2,-0.6,9
O=S1(=O)C[C@H](N2CCCC2)[C@@H](COCc2ccccc2)N1,-1,-10,0,1,0,-8,/,/,4
COc1ccc(-c2cnc3c(NC=O)cc(-c4ccc(F)cc4)cn23)cc1OC,6,-19,0,-3,2,7,/,/,-3
CCc1c(-c2ccccc2)ncn1Cc1cccc(-c2ccccc2)c1,-8,13,1,-16,1,/,/,/,27*
COc1cccc(NC(=O)[C@H](C)NC(=O)C2CCN(S(=O)(=O)c3ccc(C)cc3)CC2)c1,-6,-29,-6,2,4,14,12,-3.0,1
CCN(CCO)Cc1csc2cc(C)ccc12,18,-12,-4,-1,0,15,1,-1.2,-2

# Grouped by structure: the entries above containing a thiophene ring, fused or not.
SMILES,CHRM4 PAM,TAAR1 antagonist,CHRM5 agonist,M5 PAM,TAAR1 agonist,M1 PAM parental,CRFR2-BP antag,CRFBP-R2 agonist,CHRM5 antagonist
O=C(/C=C/c1cccs1)c1ccc(NC(=O)c2ccccc2F)cc1,-10,7,-1,0,0,4,0,0.2,2
Cn1nnnc1Sc1ncnc2scc(-c3ccc(F)cc3)c12,6,-5,-5,2,-1,-3,15,2.3,-1
CCN(CCO)Cc1csc2cc(C)ccc12,18,-12,-4,-1,0,15,1,-1.2,-2
